Compound activity (PubChem BioAssay)
HTR2A ag: activates the mouse 5-HT2A serotonin receptor. P35363. CHO-K1 mHTR2A beta-arrestin complementation, luminescence; percent of 30 µM serotonin response. activation, % at 7.6 µM. hit rate 0.66% among 360,000. AID 624169;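 active means activation above a run cutoff, the mean activation of all tested compounds plus 3 SD, cut at about 14% in these data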;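 further: 0% = plate median of compound wells and 100% = 30 µM serotonin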
aDG glyco act: alpha-DG glycosylation activation. Pro5-aDG cells, alpha-DG glycosylation AlphaScreen (IIH6); 0% Pro5, 100% B10-LARGE cell signal. activation, % at 10 µM. hit rate 0.22% among 360,000. AID 624168;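 active means activation of at least 8% versus controls, or a plate z-score of at least 8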;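 further: Pro5 are CHO cells carrying HIG-tagged alpha-DG that lacks glycosylation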
MC4R ag barr: activates human MC4R beta-arrestin recruitment; P32245; U2OS MC4R beta-arrestin complementation, luminescence; percent of melanotan II response, DMSO zero; activation, % at 8.9 µM; hit rate 0.98% among 360,000; AID 540308;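 active means activation above a per-plate cutoff, the mean activation of sample wells on that plate plus 3 SD, cut at about 8% in these data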
MC4R antag cAMP: antagonists of human melanocortin 4 receptor (MC4R) | MC4R-expressing cells, MTII-stimulated cAMP, LANCE TR-FRET | inhibition, % at 6.5 µM | hit rate 0.48% among 360,000;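 active means inhibition above its plate's cutoff, the mean of tested wells on that plate plus 3 SD, cut at about 29% in these data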;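 further: 0% = Melanotan II alone and 100% = Melanotan II plus saturating MCL0020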
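Material: human MC4R-expressing U2OS cells. Probe or stimulus: Melanotan II challenge. Dosing: 6.5 µM single dose. Times: 30-min compound, 1-h challenge, 1-h detection, room temperature. Technique: TR-FRET with Eu-cAMP and labeled anti-cAMP, 671 nm. Replication: singlicate.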
CaV13 ICDI inh: Disruptors of the CACNA1D IQ motif to Ca2+-dependent inactivation inhibitor domain association, primary screening, Förster resonance energy transfer in intact living … | HEK cells, CFP/YFP FRET ICDI-IQ, plate reader, 10 min; percent FRET-ratio fall versus neutral wells | inhibition, % at 12.3 µM | hit rate 0.098% among 340,000 | AID 743397;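 active means mean replicate inhibition of at least 30% and at least 1% of replicates passing that level; inconclusive means only one of the two criteria is met; inactive means neither criterion is met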;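 further: 0% = median of the neutral control wells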
H9c2 protect: myocardial damage modulation in H9c2 cells. H9c2 cardiomyocytes, H2O2 injury protection, ATPLite, 2 h. protection from H2O2 cell death, % at 20 µM. hit rate 0.63% among 360,000. AID 588492;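 active means compounds giving at least 50% protection of heart cells from peroxide-induced death in the single-dose screen, raw or plate-pattern-corrected value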;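 further: 0% = DMSO wells with peroxide and 100% = DMSO wells without peroxide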
N-glyco inh: N-linked glycosylation inhibition; reporter increase, % at 12.5 µM; hit rate 0.23% among 360,000; D54 ERlucT glycosylation luciferase reporter, 24 h; percent of 100 nM tunicamycin response; AID 588692;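 active means mean luciferase reporter signal, scaled so untreated is 0 and the glycosylation-blocking control 100, at or above a set limit in every replicate; inconclusive means mean reaches the limit but not every replicate does; inactive means mean below the limit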;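 further: luciferase carries N-glycosylation sites so blocking glycosylation raises the light; 0% = median of neutral control wells and 100% = median of 100 nM tunicamycin wells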
PDI turbidity: inhibitors of human protein disulfide isomerase | inhibition, % at 10 µM | hit rate 0.052% among 350,000 | P07237 | PDI insulin aggregation turbidity, A650, 90 min;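 active means mean inhibition across replicates of 30% or more, whatever share of single replicates reach that level; inconclusive means mean inhibition below 30% while every single replicate reaches 30%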;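 further: absorbance from insulin aggregation driven by PDI reduction with DTT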
Vif imaging: inhibitors of HIV Vif; HEK293T cells, Vif self-association by quenched fluorescence, imaging, 24 h; AID 602346; inhibition, % at 7.49 µM; hit rate 0.35% among 340,000; in the data active means inhibition above about 50%, passing the limit was not always enough; inconclusive means no clear call, values can overlap the other calls; inactive means below about 31%; further: some results filed as inactive read as strong as hits
ABCB6 inh MLPCN: human ABCB6 transporter inhibition; Q9NP58; K562-ABCB6 porphyrin accumulation, flow cytometry, 1 h; active compounds read low; fluorescence ratio to DMSO, % at 10 µM; hit rate 0.19% among 360,000; AID 602162;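 active means fluorescence ratio to DMSO below 75%, the collection mean minus 3 SD; inconclusive means too few cells collected in the well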;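 further: signal is porphyrin accumulated inside mitochondria; 100% equals median channel fluorescence of DMSO control wells; lower ratio means ABCB6 inhibition with less porphyrin fluorescence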
Target sequence (Q9NP58 whole entry, looked up): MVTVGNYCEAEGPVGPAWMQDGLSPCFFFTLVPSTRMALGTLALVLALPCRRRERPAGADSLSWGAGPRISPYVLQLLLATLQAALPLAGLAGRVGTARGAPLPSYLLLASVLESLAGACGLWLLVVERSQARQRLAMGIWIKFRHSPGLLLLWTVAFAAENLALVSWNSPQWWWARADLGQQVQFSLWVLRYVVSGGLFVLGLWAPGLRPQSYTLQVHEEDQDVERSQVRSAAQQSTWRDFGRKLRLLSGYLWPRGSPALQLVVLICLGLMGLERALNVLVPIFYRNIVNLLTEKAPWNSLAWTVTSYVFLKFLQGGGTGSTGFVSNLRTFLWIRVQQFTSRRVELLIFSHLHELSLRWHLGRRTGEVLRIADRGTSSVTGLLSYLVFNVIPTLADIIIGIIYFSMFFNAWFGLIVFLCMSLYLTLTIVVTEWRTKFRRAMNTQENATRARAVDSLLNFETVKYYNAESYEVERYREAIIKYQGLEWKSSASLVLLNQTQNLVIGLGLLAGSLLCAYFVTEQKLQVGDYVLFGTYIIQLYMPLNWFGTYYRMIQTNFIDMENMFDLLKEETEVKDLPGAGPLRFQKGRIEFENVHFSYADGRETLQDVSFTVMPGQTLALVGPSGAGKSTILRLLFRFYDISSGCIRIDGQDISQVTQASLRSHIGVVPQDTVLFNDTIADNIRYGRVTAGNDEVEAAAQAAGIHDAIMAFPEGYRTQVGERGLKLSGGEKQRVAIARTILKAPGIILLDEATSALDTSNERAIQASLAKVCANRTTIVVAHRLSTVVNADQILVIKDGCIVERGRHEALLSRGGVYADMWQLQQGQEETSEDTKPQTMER
An asterisk follows results filed as active; ? = inconclusive; nt = no result given.

SMILES	HTR2A ag	aDG glyco act	MC4R ag barr	MC4R antag cAMP	CaV13 ICDI inh	H9c2 protect	N-glyco inh	PDI turbidity	Vif imaging	ABCB6 inh MLPCN
CCCCn1c(N)c(N(CCC(C)C)C(=O)CC2CCCCC2)c(=O)[nH]c1=O	1	0.3	2.4	18	-12	5	-2	4	5	95
CCCC(C)C(=O)Nc1nc(C)c(-c2csc(Nc3ccccc3OC)n2)s1 (stereo unspecified)	-3	0.8	-1.4	9	-9	-8	-4	0	-2	103
COc1ccc(CCNC(=O)CN2C(=O)NC(Cc3c[nH]c4ccccc34)C2=O)cc1 (stereo unspecified)	2	0.1	1.9	26	-2	1	0	-1	-5	97
O=C(Nc1cccnc1)C1CC(=O)N(c2ccc(F)cc2)C1 (stereo unspecified)	-6	0.3	0.8	-4	-3	0	0	2	0	101
CC(=O)Nc1ccc(-c2nnc(SCC(=O)c3ccc4c(c3)Cc3ccccc3-4)n2C)cc1	3	4.1	-1.0	13	-9	10	8	16	10	95
O=C(NCCCNC(=O)c1cccnc1)c1ccc(Cl)cc1	2	-0.1	-0.1	10	-3	5	-1	-9	13	97
CC1CCCCC12NC(=O)N(CC(=O)OCC(=O)NC(=O)c1ccccc1)C2=O (stereo unspecified)	-6	-0.4	0.7	-3	-8	10	1	-9	22	99
COc1ccc(/C=C/C(=O)OCC(=O)Nc2ccc(N3CCOCC3)cc2)cc1	-3	-0.4	4.8	-2	2	-3	-2	1	-13	98
Cc1ccc(N2C(=O)CC(n3ccnc3)C2=O)cc1C (stereo unspecified)	5	0.1	-2.0	4	-3	-6	2	-6	nt	87
CN(C)S(=O)(=O)c1ccc(C(=O)OCc2nnc(-c3ccccc3)o2)cc1	-2	0.0	-0.2	16	-2	-7	1	13	-10	96
CCCC(C)NNC(=O)c1cc2ccccc2[nH]1 (stereo unspecified)	1	1.5	-1.9	7	-6	-5	3	0	8	102
Cc1ccc(S(=O)(=O)N2CCC(=O)N(C(COCc3cccc(C)c3)Cc3ccccc3)CC2)cc1 (stereo unspecified)	-7	0.1	2.2	11	-11	-1	-4	4	-4	88
Cc1csc(NC(C)c2nc3cc(Cl)c(N4CCCCC4)cc3n2CCOCCO)n1 (stereo unspecified)	2	-0.2	-0.4	21	-9	8	6	2	0	98
CCN(CC(=O)Nc1ccc(NC(C)=O)cc1)C(=O)c1ccc(C(=O)c2ccccc2)cc1	6	0.7	-1.0	0	-4	7	-2	-2	-5	100
NS(=O)(=O)c1ccc(CNC(=O)c2ccc(Br)o2)cc1	7	-0.2	3.7	3	-5	-2	-1	8	17	110
COc1ccc(N2CCC(CNC(=O)Nc3ccc(Cl)cc3)C2)cc1 (stereo unspecified)	-6	-0.3	4.2	11	-5	-8	-3	0	-1	97
COc1ccccc1N1CCN(C(=O)c2sc3ncn(CC(=O)N4CCC(C)CC4)c(=O)c3c2C)CC1	-4	0.1	-1.9	3	-15	3	3	-6	-7	96
CN(C)S(=O)(=O)c1ccc2c(c1)C(=NNC(N)=O)c1cc(S(=O)(=O)N(C)C)ccc1-2	-4	-0.1	-1.0	16	-3	18	1	4	-16	99
O=C(CSc1ccc2ccccc2c1)Nc1ccc(S(=O)(=O)Nc2nccs2)cc1	-2	0.1	1.8	15	-14	-13	1	-3	-1	99
Cc1ccc(-n2c(SCC(=O)OC(C)C)nnc2-c2ccco2)cc1	-2	0.2	0.9	13	nt	14	-2	0	-7	114
COCCn1c(SCC(=O)Nc2cccc(S(N)(=O)=O)c2)nc2ccccc21	-4	-0.2	0.0	6	nt	2	-2	5	0	107
C/C(CC(=O)C(F)(F)F)=N\NC(=O)/C(C#N)=C/N(C)C	7	0.1	-0.3	0	-5	9	-2	-4	10	82
Cc1noc(C)c1S(=O)(=O)Nc1ccc2c(c1)CC(=O)N([C@H](C)CO)C[C@H](C)[C@H](CN(C)S(=O)(=O)c1ccc(F)cc1)O2	0	0.0	-0.1	13	-5	1	0	?	1	95
COC(=O)c1cccc(Cn2c(Cl)c(/C=N/Nc3ccccc3C)sc2=O)c1	9	-0.7	-3.6	-1	-12	2	8	-17	0	121
CCO[C@H]1OC(C(=O)N2CCOCC2)=C[C@@H](c2cn(C(C)=O)c3ccccc23)[C@@H]1CCCO	2	0.0	-0.8	7	-9	1	3	0	4	98

Part of the list above in order of number of heavy atoms, ascending.
SMILES	HTR2A ag	aDG glyco act	MC4R ag barr	MC4R antag cAMP	CaV13 ICDI inh	H9c2 protect	N-glyco inh	PDI turbidity	Vif imaging	ABCB6 inh MLPCN
COc1ccc(N2CCC(CNC(=O)Nc3ccc(Cl)cc3)C2)cc1 (stereo unspecified)	-6	-0.3	4.2	11	-5	-8	-3	0	-1	97
CN(C)S(=O)(=O)c1ccc2c(c1)C(=NNC(N)=O)c1cc(S(=O)(=O)N(C)C)ccc1-2	-4	-0.1	-1.0	16	-3	18	1	4	-16	99
COc1ccc(CCNC(=O)CN2C(=O)NC(Cc3c[nH]c4ccccc34)C2=O)cc1 (stereo unspecified)	2	0.1	1.9	26	-2	1	0	-1	-5	97
CCO[C@H]1OC(C(=O)N2CCOCC2)=C[C@@H](c2cn(C(C)=O)c3ccccc23)[C@@H]1CCCO	2	0.0	-0.8	7	-9	1	3	0	4	98

A stretch of the results above:
SMILES	HTR2A ag	aDG glyco act	MC4R ag barr	MC4R antag cAMP	CaV13 ICDI inh	H9c2 protect	N-glyco inh	PDI turbidity	Vif imaging	ABCB6 inh MLPCN
COC(=O)c1cccc(Cn2c(Cl)c(/C=N/Nc3ccccc3C)sc2=O)c1	9	-0.7	-3.6	-1	-12	2	8	-17	0	121
CCO[C@H]1OC(C(=O)N2CCOCC2)=C[C@@H](c2cn(C(C)=O)c3ccccc23)[C@@H]1CCCO	2	0.0	-0.8	7	-9	1	3	0	4	98

(cont.)
SMILES	HTR2A ag	aDG glyco act	MC4R ag barr	MC4R antag cAMP	CaV13 ICDI inh	H9c2 protect	N-glyco inh	PDI turbidity	Vif imaging	ABCB6 inh MLPCN
COc1cccc(CNC(=O)C23CN(Cc4ccccc4)CC2C(c2ccc([N+](=O)[O-])cc2)=NO3)c1 (stereo unspecified)	-1	-0.4	-0.4	5	-9	-2	-5	7	-2	94
COCCN(CCOC)C(=O)c1cc2c(=O)n3ccccc3nc2s1	1	-0.2	2.7	-6	nt	3	0	-6	4	101
COc1cccc(C(=O)CSc2nnc(-c3cc(OC)c(OC)c(OC)c3)o2)c1	0	0.3	-2.2	10	-5	58*	1	2	0	94
Cc1ccc2nc(NC(=O)/C=C/c3ccc4c(c3)OCO4)sc2c1	4	-0.6	2.4	6	-4	-2	-10	5	-1	97
CC(C)CNC(=O)C(=O)N/N=C/c1cccs1	-2	-0.3	1.5	-3	-3	-4	1	-4	4	99
CCN(CC(=O)Nc1ccccc1OC)C(=O)c1ccccc1Sc1ccccc1C#N	-2	0.7	-1.3	10	-14	7	-1	16	-3	97
CCN(CC)c1ccc(S(=O)(=O)N2CCOCC2)cc1NC(=O)COC(=O)c1ccco1	7	-0.2	-3.0	-2	-6	0	0	6	24	92
CC(C)Nc1ncnc2c1ncn2[C@H]1CN(Cc2ccco2)C[C@@H](CO)O1	-1	0.0	2.0	22	-3	3	0	-2	-10	101
CCC(=O)Oc1c(S(=O)(=O)c2ccc(C)cc2)c(C)nn1C(C)(C)C	-9	-0.3	-1.4	-1	nt	6	6	-5	19	93
CCc1c(O)nc(SCC(=O)NC(C)(C)C)n(-c2ccccc2)c1=O	-4	-0.1	-2.6	-2	-4	6	0	-4	-7	95
COc1ccc(N(C)C(=O)c2cc3c(Cl)nc4ccccc4c3s2)cc1	5	0.1	-1.3	8	-2	22	-2	2	1	99
CC1C=CCC2C(=O)N(c3ccc(Cl)cc3O)C(=O)C12 (stereo unspecified)	-2	0.4	0.8	27	-5	0	1	1	-3	93
O=C(CCn1c(=O)oc2ccccc21)NCCCN1CCOCC1	-2	0.0	-1.4	8	-19	0	-2	14	1	99
NCCCC[C@@H](C(=O)NCCCCCCCCCCC(=O)N1CCNCC1)n1cc(CCCC(=O)O)nn1	0	0.1	0.0	11	nt	4	2	2	-4	99
Cc1ccc(N2CC(C(=O)OCC(=O)Nc3ccc(Cl)cc3)CC2=O)cc1 (stereo unspecified)	-6	-0.2	-0.9	3	-3	-6	2	8	-3	99
CC(O)(c1cccs1)C(C(=O)O)c1ccccc1 (stereo unspecified)	4	0.4	1.5	2	-17	-4	-1	-5	27	104
O=C(O)CCCCCNS(=O)(=O)c1cccc2c1C(=O)c1ccccc1C2=O	-1	-0.4	0.1	12	-5	-27	7	5	8	104
CCCNC(=O)c1cc2cc([N+](=O)[O-])ccc2s1	-1	0.2	-3.2	1	2	-3	-1	2	-1	96
O=C(COc1ccccc1Cl)Nc1nc(-c2cccs2)cs1	3	0.0	0.1	1	-5	10	-1	-10	0	96
CC1(N(O)C=C2C=CC(=O)C=C2)CCCCC1=O (stereo unspecified)	0	0.6	3.3	5	4	4	3	-3	-12	94
COc1ccc(OC)c(NC(=O)C2(C)CCN2CCc2ccccc2)c1 (stereo unspecified)	-6	0.9	-0.1	15	-5	-14	-6	9	-1	101
COC(C/C=C/C(=O)[C@H](C)OCc1ccccc1)OC	7	0.9	-1.7	6	nt	-18	?	8	-3	101
COc1cccc(C(=O)NCC(=O)N/N=C/c2c(C)[nH]c3ccccc23)c1	-3	4.2	-2.5	-25	-3	12	3	-9	-14	95
N#C/C(=C\c1ccc(Cl)cc1)c1nc(-c2ccco2)cs1	12	-0.4	1.8	-4	-3	-12	2	-10	2	103
CCOc1ccc(N=Nc2c(=O)[nH]n3c(=O)c4c([nH]c23)CCCC4)cc1	-2	-0.1	1.2	-2	-6	12	2	-6	nt	87

One compound at a time (already shown). Order of screens: HTR2A ag | aDG glyco act | MC4R ag barr | MC4R antag cAMP | CaV13 ICDI inh | H9c2 protect | N-glyco inh | PDI turbidity | Vif imaging | ABCB6 inh MLPCN
Entry for CCC(=O)Oc1c(S(=O)(=O)c2ccc(C)cc2)c(C)nn1C(C)(C)C → -9 | -0.3 | -1.4 | -1 | nt | 6 | 6 | -5 | 19 | 93
Entry for COc1cccc(CNC(=O)C23CN(Cc4ccccc4)CC2C(c2ccc([N+](=O)[O-])cc2)=NO3)c1 (stereo unspecified) → -1 | -0.4 | -0.4 | 5 | -9 | -2 | -5 | 7 | -2 | 94
Entry for COc1cccc(C(=O)CSc2nnc(-c3cc(OC)c(OC)c(OC)c3)o2)c1 → 0 | 0.3 | -2.2 | 10 | -5 | 58* | 1 | 2 | 0 | 94
Entry for Cc1ccc(N2CC(C(=O)OCC(=O)Nc3ccc(Cl)cc3)CC2=O)cc1 (stereo unspecified) → -6 | -0.2 | -0.9 | 3 | -3 | -6 | 2 | 8 | -3 | 99
